DSG3 Ab inh: inhibitors of pemphigus antibody binding to DSG3, primary screen, biochemical, bead-based, flow cytometry, scFv-GFP | AID 588358, 2011 | Desmoglein-3 (Homo sapiens), P32926 | DSG3-coupled beads, scFv-anti-DSG3-GFP binding; stronger effect = lower value | 0.48% of 310,000 active | binding (percent of control), % at 10 µM;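 active = binding more than 3 SD below its plate's average and above zero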;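 also: hits lower antibody fragment binding to DSG3; some compounds called inactive have numbers as strong as hits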
HTR5A ag: HTR5A agonists in luminescence cell assay, primary screen, counter-screen for OPRM1-OPRD1 heterodimer agonist project, full-deck HTS. 5-hydroxytryptamine receptor 5A (Homo sapiens), P47898. cell-based. activation, % at 9.3 µM. 0.61% of 340,000 active. AID 504692, 2011; in the data active = activation mostly above about 9.5%, no sharp cut-off; inactive = mostly below about 7.6%;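 also: 0% = cells with vehicle only and 100% = reference agonist; strong numbers were not always called active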
OPRM1-OPRD1 inv: inverse agonists of MOR-DOR heterodimerization, primary screen, cell-based, luminescence | Mu-type opioid receptor (Homo sapiens) + Delta-type opioid receptor (Homo sapiens), … | cell-based MOR-DOR heterodimer luminescence, inverse agonism | inhibition, % at 9.3 µM | 0.21% of 340,000 active; in the data active = inhibition above about 22%, passing the limit was not always enough;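 also: 0% = cells with DMSO and 100% = wells without cells with DMSO; values of inactives mirror those of a sister screen read the other way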
Target sequence (P35372 whole entry, looked up): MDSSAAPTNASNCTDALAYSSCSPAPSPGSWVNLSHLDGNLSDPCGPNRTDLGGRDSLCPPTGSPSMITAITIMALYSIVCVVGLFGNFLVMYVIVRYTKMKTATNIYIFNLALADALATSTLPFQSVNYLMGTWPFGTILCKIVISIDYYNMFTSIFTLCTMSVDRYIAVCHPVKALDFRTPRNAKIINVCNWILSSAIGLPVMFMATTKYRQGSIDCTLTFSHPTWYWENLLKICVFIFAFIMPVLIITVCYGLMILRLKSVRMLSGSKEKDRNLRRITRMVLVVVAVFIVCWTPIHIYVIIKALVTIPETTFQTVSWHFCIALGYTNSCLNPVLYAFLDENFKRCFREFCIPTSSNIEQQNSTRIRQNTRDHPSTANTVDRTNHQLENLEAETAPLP
Target sequence (P41143 whole entry, looked up): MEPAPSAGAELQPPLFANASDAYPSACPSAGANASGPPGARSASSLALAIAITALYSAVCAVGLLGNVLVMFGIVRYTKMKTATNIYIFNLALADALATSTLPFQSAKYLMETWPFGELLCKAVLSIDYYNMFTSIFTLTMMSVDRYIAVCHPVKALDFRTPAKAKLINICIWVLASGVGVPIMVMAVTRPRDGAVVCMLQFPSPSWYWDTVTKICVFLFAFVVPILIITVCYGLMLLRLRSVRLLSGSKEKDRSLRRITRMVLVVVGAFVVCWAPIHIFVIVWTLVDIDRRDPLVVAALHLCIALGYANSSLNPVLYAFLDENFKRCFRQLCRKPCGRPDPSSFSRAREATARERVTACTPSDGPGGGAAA
PKA-R1A act: activators of PKA-R1A holoenzyme, primary screen, biochemical, fluorescence polarization, Cy5-IP20, bovine R1A, mouse PKAc; 0.083% of 340,000 active; cAMP-dependent protein kinase type I-alpha regulatory subunit (Bos taurus) + …; PKA-R1A dissociation; scaled: DMSO 0%, 113 µM cGMP 100%; activation, % at 11.4 µM;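 active = percent activation above the mean of all tested compounds plus 3 SD, cut at about 19% in these data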;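 also: higher means more PKAc released from R1A so a rise in polarization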
phage Ecoli inh: growth loss of phage-infected E. coli, primary screen, RecBCD inhibitor project, absorbance, with phage, HTS. inhibition, % at 11.9 µM. 0.26% of 360,000 active. AID 651602, 2012; in the data active = inhibition above about 11%
Ecoli viability: E. coli V3065 growth inhibition, primary screen, counter-screen for AddAB inhibitor project, absorbance, OD600; 0.27% of 330,000 active; inhibition, % at 11.9 µM; 18 h;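 active = inhibition above the campaign's mean inhibition across all tested compounds plus 3 SD, cut at about 9.9% in these data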;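 also: uninfected addAB+ strain grown without phage in ampicillin broth; 0% = DMSO wells and 100% = ciprofloxacin 0.95 µg/ml wells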
HTR5A inv ag: HTR5A inverse agonists in luminescence cell assay, primary screen, counter-screen for OPRM1-OPRD1 heterodimer inverse agonist project, full-deck HTS; 0.083% of 340,000 active; 5-hydroxytryptamine receptor 5A (Homo sapiens), P47898; inhibition, % at 9.3 µM; HTR5A cell line, inverse agonism; AID 504634, 2011; in the data active = inhibition mostly above about 23%, no sharp cut-off; inactive = mostly below about 18%;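 also: 0% = cells with DMSO and 100% = no-cell wells with DMSO; some compounds called inactive have numbers as strong as hits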
SUMO Mot1 rescue: yeast Mot1-301 growth rescue at high temperature, primary screen, SUMOylation pathway inhibitor project, S. cerevisiae, ATP luminescence, 38.5C | AID 2716, 2010 | 1% of 320,000 active | S. cerevisiae Mot1-301 growth rescue; percent above DMSO median, 100 means doubled | growth rescue, % at 18.8 µM;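 active = every valid replicate shows activation above 250% relative to neutral control wells; inactive = the rest, any valid replicate at or below 250%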;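 also: OY570 slx delta 5 strain wells were the positive control but not used for scaling; some compounds called inactive have numbers as strong as hits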
MOR-DOR ag: agonists of OPRM1-OPRD1 heterodimerization, primary screen, cell-based, luminescence | Mu-type opioid receptor (Homo sapiens) + Delta-type opioid receptor (Homo sapiens), … | cells | activation, % at 9.3 µM | 0.3% of 340,000 active | AID 504326, 2011; in the data active = activation above about 18%;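 also: 0% = vehicle-treated cells and 100% = reference agonist; values of inactives mirror those of a sister screen read the other way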
AddAB inh: growth inhibition of E. coli expressing H. pylori AddAB, primary screen, AddAB inhibitor project, absorbance; AID 435030, 2010; 0.29% of 330,000 active; inhibition, % at 11.9 µM; in the data active = inhibition above about 12%;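 also: 0% = vehicle wells of infected cells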
PfHsp90 set2: growth inhibition of PfHsp90-expressing yeast, primary screen, antimalarial PfHsp90 inhibitor project, S. cerevisiae, BacTiter-Glo luminescence, single point, set 2; BacTiter-Glo ATP, 48 h; yeast lacking PDR1 and PDR3 efflux regulators; inhibition, % at 9.4 µM; 0.32% of 310,000 active; AID 504621, 2011;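 active = every replicate shows inhibition above about 80%, whatever the replicate mean, limit read from the data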;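 also: 0% = DMSO neutral controls and 100% = 20 µM radicicol positive controls; yeast relying on Plasmodium falciparum Hsp90 in place of its own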
Starred values were filed as active, the others as inactive; x = no result given.

compound | HTR5A ag | Ecoli viability | PKA-R1A act | phage Ecoli inh | AddAB inh | HTR5A inv ag | DSG3 Ab inh | OPRM1-OPRD1 inv | SUMO Mot1 rescue | MOR-DOR ag | PfHsp90 set2
COc1cccc(/C=N/Nc2ncccc2[N+](=O)[O-])c1OC | 9 | -1.4 | 4 | -1.5 | -1.1 | 18 | 116 | 4 | -22 | -0.9 | 2
CSc1ccccc1NC(=S)NC1CCCC1 | 5 | x | -10 | 0.4 | x | -11 | 88 | 1 | 4 | -0.3 | 10
COC(=O)C1CN(C(=O)COc2cccc(C)c2C)c2ccccc2O1 (stereo unspecified) | 0 | 0.0 | -4 | 1.4 | -1.6 | 1 | 114 | 15 | -5 | -3.3 | -14
CCOC(=O)CC1C(=O)NCCN1Cc1cccs1 (stereo unspecified) | 4 | 2.8 | -10 | 3.2 | 1.2 | -10 | 86 | 8 | 20 | -1.3 | x
CCCCNc1c(-c2ccc(-c3ccc(C(C)=O)cc3)c(OC)c2)nc2cc(C)ccn12 | 8 | 0.9 | 5 | 0.9 | 1.7 | -5 | 108 | -30 | 44 | 5.4 | x
C/C(=N\NC(=O)C(C)n1nc(C)c([N+](=O)[O-])c1C)c1ccccc1O (stereo unspecified) | 1 | -2.4 | 8 | -0.1 | -2.6 | 0 | 131 | 14 | 4 | -2.5 | -1
O=C(Oc1nsnc1N1CCOCC1)N1CCOCC1 | -4 | -0.9 | 1 | 2.2 | 1.1 | 11 | 85 | -12 | -4 | 1.9 | 1
O=C(c1ccc(F)cc1)N1CCN(c2cc(=O)[nH]nc2-c2ccccc2)CC1 | 1 | 0.6 | -3 | 1.2 | 0.2 | -8 | 94 | 12 | -17 | -2.2 | x
CC(=O)c1cc(CN2CCN(CC=C(C)C)C(CCO)C2)cs1 (stereo unspecified) | 2 | 0.2 | 2 | 3.7 | -0.3 | -7 | 104 | 10 | -2 | -2.1 | -1
O=C(c1cccn(Cc2ccc(C(F)(F)F)cc2)c1=O)N1CCOCC1 | 1 | 1.6 | 16 | 1.8 | 5.7 | -4 | 97 | 5 | -10 | -1.0 | 13
COc1ccc2[nH]c(=O)c(CN(C)C(=O)C3CCCCC3)cc2c1 | 3 | 3.9 | -7 | 2.5 | 4.0 | -10 | 109 | 9 | 0 | -1.6 | 7
Cc1c(F)cccc1NC(=O)CSCC(=O)Nc1ccccc1 | 8 | -1.4 | 0 | 2.3 | 1.7 | -20 | 102 | -4 | -2 | 0.9 | 5
Cc1ccsc1CN1CCN(c2ccccn2)CC1 | -2 | 0.1 | -4 | 1.5 | 3.6 | 10 | 99 | 7 | -9 | -1.4 | 3
CC(C)N1C(=O)S/C(=C/c2ccc(Sc3nc4ccccc4[nH]3)o2)C1=O | -2 | -1.8 | -5 | 5.6 | -2.1 | 5 | 101 | 5 | 3 | -0.9 | -24
CCc1ccc(OC(=O)c2cncc(Br)c2)cc1 | -5 | -2.5 | -5 | 5.0 | -1.7 | 17 | 124 | -14 | 27 | 3.2 | 11
CCCc1nc2ccccc2c(NC(=O)CN(CC)CC)c1CC | -3 | -1.1 | 5 | 4.1 | 1.0 | 9 | 99 | 11 | 7 | -1.9 | 5
CN(C(=O)c1cccc(NC(=O)Cc2cccc([N+](=O)[O-])c2)c1)C1CC1 | 6 | -1.7 | 10 | 0.1 | 1.8 | -16 | 97 | 7 | 6 | -1.3 | -15
CC(Cl)C(=O)c1c(N)n(C)c(=O)n(C)c1=O (stereo unspecified) | 6 | -1.2 | -19 | x | -0.3 | -15 | 99 | 7 | -5 | -1.2 | 13
O=C(O)CCc1[nH]c2ccccc2c1Sc1ccccc1 | 2 | 0.2 | -9 | 3.3 | 1.2 | -6 | 94 | 7 | 120 | -1.5 | -3
CC(C)c1ccc(NS(=O)(=O)c2ccc3[nH]cc(C(=O)N4CCC(C(N)=O)CC4)c(=O)c3c2)cc1 | -4 | 0.8 | 2 | 3.8 | 2.4 | 9 | 97 | 4 | -13 | -0.7 | 23
Cc1cccc(NC(=O)Nc2c(C)n(C)n(-c3ccccc3)c2=O)c1 | 2 | 0.5 | -2 | 0.5 | -0.6 | -8 | 95 | 15 | -10 | -3.4 | -14
Cc1ccc(S(=O)(=O)NCc2ccccc2)cc1C(=O)N(C)CC(=O)Nc1c(Cl)cccc1Cl | -3 | 3.2 | -13 | 3.5 | 1.4 | -6 | 90 | 9 | -13 | -1.6 | x
CC(=O)NC1(C(=O)O)CCCC1 | 6 | 1.0 | -14 | 0.8 | 0.7 | -16 | 97 | 11 | 191 | -2.0 | 5
COc1cccc(C2=NOC(C(=O)Nc3c(C)n(C)n(-c4ccccc4)c3=O)C2)c1 (stereo unspecified) | 2 | 3.0 | 1 | 0.5 | 1.6 | -18 | 88 | 14 | -25 | -2.7 | -4
Cc1ccc(NC(=O)c2cncc(Br)c2)c(O)c1 | -2 | -0.3 | -5 | 0.1 | 1.6 | 7 | 109 | 8 | 32 | -1.6 | -5
O=C1c2ccc(-c3ccc4c(c3)C(=O)N(CCCO)C4=O)cc2C(=O)N1CCCO | 0 | -2.4 | -2 | 2.0 | -2.5 | -14 | 96 | 10 | -2 | -1.9 | -1
Cc1noc(C)c1COC(=O)CCCc1c[nH]c2ccccc12 | 0 | -1.9 | -17 | -0.9 | 1.4 | -24 | x | 11 | 141 | -2.1 | -11
Oc1ccc(C=Nc2ccccc2-c2nc3ccccc3[nH]2)cc1 | 6 | -2.2 | 1 | 3.1 | -0.3 | -3 | 95 | 0 | 6 | 0.0 | 30
CN(C)c1ccc(CN(C(=O)/C=C/c2ccco2)C2CCS(=O)(=O)C2)cc1 (stereo unspecified) | x | 2.4 | x | 0.2 | 5.0 | x | 107 | x | 6 | x | x
CCn1c(SCC(=O)Nc2cc(C)on2)nnc1-c1cccc(C)c1 | 1 | 0.8 | -5 | -2.3 | 0.2 | -4 | 109 | 6 | 7 | -1.2 | -9
O=C(c1ccccc1)N1CCN(C2CCCCC2)CC1 | -1 | 0.0 | 1 | 1.8 | -1.9 | 5 | 99 | 4 | 229 | -0.7 | -5
CCCS(=O)(=O)Nc1c(C(=O)O)[nH]c2ccc(OC)cc12 | -4 | 2.1 | 4 | -2.9 | 1.9 | 11 | 97 | 5 | 48 | -0.9 | -1
O=C1COc2ccc(C(=O)COC(=O)c3ccccc3[N+](=O)[O-])cc2N1 | 1 | -1.8 | -14 | 1.4 | -2.4 | -13 | 115 | -8 | -3 | 1.2 | x
Cc1ccc(C)c2[nH]c(=O)c(CCNC(=O)CC(C)(C)C)cc12 | 1 | 2.1 | 2 | -1.9 | 1.9 | -3 | 101 | 0 | -7 | 0.1 | -8
Cc1cc(C)nc(N2CCC(C(=O)NCCc3ccccc3)CC2)n1 | -1 | 1.0 | 12 | 2.2 | 1.8 | 4 | x | 8 | -10 | -1.5 | 7
Cc1cc(C)c2nc(SCC#N)cc(C)c2c1 | 2 | -1.2 | -14 | 1.6 | -0.8 | -12 | 102 | -18 | -3 | 3.1 | -27
CCOc1cccc(N2C(=O)CC(NCc3ccc(S(N)(=O)=O)cc3)C2=O)c1 (stereo unspecified) | 3 | 1.8 | -3 | 2.2 | -0.6 | -25 | 132 | 11 | -12 | -1.9 | 0
CCOC(=O)NC(Cc1c[nH]c2ccccc12)C(=O)NCCc1ccc(S(N)(=O)=O)cc1 (stereo unspecified) | 2 | -1.9 | 4 | 2.4 | 0.8 | -8 | 98 | 0 | -4 | -0.1 | 15
Cn1cccc1C(=O)NC(=O)COC(=O)Cc1coc2ccc3ccccc3c12 | 1 | 2.7 | -19 | 2.5 | 1.1 | -37 | 99 | -1 | -28 | 0.2 | -16
CN1C(=O)C2(c3ccccc31)c1c(oc3ccccc3c1=O)C(=O)N2CCO (stereo unspecified) | 2 | -2.1 | -4 | -0.7 | 2.1 | 0 | 111 | -1 | -7 | 0.2 | -4
C[C@@H]1CN([C@H](C)CO)C(=O)c2cc(NC(=O)Nc3ccc4c(c3)OCO4)ccc2O[C@H]1CN(C)Cc1ccncc1 | -1 | -2.0 | -10 | -0.6 | 3.2 | 4 | 99 | 0 | -3 | 0.0 | 8
Cc1onc(C(=O)Nc2sc3c(c2C(N)=O)CCCC3)c1[N+](=O)[O-] | 1 | 0.8 | 9 | -1.7 | -1.0 | -2 | 86 | 8 | -23 | -1.6 | 9
COC(=O)c1ccccc1C(=O)N1CCCC(C(=O)c2ccc(OC)c(OC)c2)C1 (stereo unspecified) | 0 | 0.6 | 3 | 2.4 | 1.5 | 0 | 114 | 8 | 3 | -1.9 | -1
CCOC(=O)c1cc(-c2ccccc2)sc1NC(=O)CC | 5 | -0.7 | -5 | 1.0 | 8.4 | 17 | 103 | -14 | -2 | 2.5 | -12
Cc1ccc(S(=O)(=O)Oc2ccc(/C=C(/NC(=O)c3ccccc3)C(=O)NCCCC(=O)O)cc2)cc1 | -3 | -0.1 | -5 | 1.7 | 0.1 | 7 | 101 | 11 | 7 | -2.0 | -3
O=C(CSc1ccc2nnc(-c3ccccn3)n2n1)N1CCN(c2ccccc2)CC1 | -4 | 0.5 | -17 | 2.2 | 0.2 | 10 | 96 | 8 | 0 | -1.5 | -15
Cc1ccc(N2C(=O)C3C(C2=O)N2C(c4cccs4)C4C(=O)N(c5ccc(C)cc5)C(=O)C4N2C3c2cccs2)cc1 (stereo unspecified) | 1 | -0.6 | -5 | -3.0 | 2.5 | -2 | 93 | 8 | -3 | -1.6 | -5
COc1cc2cc(C(c3nnnn3C(C)(C)C)N3CCc4ccccc4C3)c(=O)[nH]c2cc1OC (stereo unspecified) | -6 | -2.5 | 1 | -0.9 | 1.4 | 1 | 124 | 11 | 10 | -2.4 | 17
COc1ccc(OC)c(NC(=O)Cn2cc(C=O)c3ccccc32)c1 | -5 | 0.5 | -11 | -1.6 | 1.0 | -13 | 108 | 13 | 16 | -2.5 | x
